NOD1 NF-kB reporter: inhibition of NOD1-driven NF-kB reporter – cell-based, luminescence, uHTS, primary screen (AID 1578). hit rate 1% among 290,000. NOD1-driven NF-kB luciferase reporter cells, luminescence; higher % means a stronger effect. one-dose inhibition, % at 4 µM; EC50 in µM for titrated hits; in the data active = inhibition mostly above about 36%, no sharp cut-off; inactive = mostly below about 34%;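 note: HEK-293T reporter cells stimulated with the NOD1 agonist gamma-tri-DAP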
GPR55 antagonists: GPR55 antagonists blocking LPI-driven arrestin recruitment, primary screen, imaging, U2OS, beta-arrestin-GFP, LPI agonist (AID 2013); U2OS GPR55 beta-arrestin-GFP translocation imaging, LPI antagonism; higher % means a stronger effect; inhibition, % at 10 µM; hits with a dose series show IC50 in µM; hit rate 0.13% among 290,000;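 active = spots per cell inhibited over 60%, with over 100 cells counted and total cytoplasm intensity under 500,000; inconclusive = wells with under 100 cells, flagged as likely toxic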;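 note: U2OS cells stably carrying GPR55 and arrestin-GFP stimulated by 5 µM LPI near EC80; imaged beta-arrestin-GFP aggregate spots per cell after agonist stimulation; plate controls were LPI-stimulated DMSO wells for no effect and DMSO wells without LPI for full effect; some results filed as inactive read as strong as hits; confirmed hits need IC50 under 10 µM and bright autofluorescent wells are also inconclusive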
AID2073: inhibitors of Mint1-CaV2.2 protein interaction, biochemical, HTRF (AID 2073); HTRF protein-protein interaction, Mint1-CaV2.2; higher % means a stronger effect; inhibition, % at 20 µM; hits with a dose series show IC50 in µM; hit rate 0.19% among 290,000; in the data active = inhibition mostly above about 51%, no sharp cut-off; inconclusive = no clear call, values can overlap the other calls; inactive = mostly below about 53%; note: some results filed as inactive read as strong as hits
KOR beta-arrestin-1: kappa opioid receptor blockers – cell-based, luminescence, uHTS (AID 1778); KOR beta-arrestin recruitment, luminescence, antagonist mode; higher % means a stronger effect; inhibition, % at 10 µM; hits with a dose series show IC50 in µM; hit rate 0.091% among 290,000; in the data active = inhibition above about 50%; note: strong numbers were not always called active
HIV peptide binding: inhibitors of HIV fusion peptide binding, primary screen, biochemical, uHTS, fluorescence dequenching (AID 1986) | hit rate 0.3% among 290,000 | one-dose inhibition, % at 20 µM; IC50 in µM for titrated hits | cell-free peptide binding, fluorescence dequenching, 30 min; higher % means a stronger effect; in the data active = inhibition mostly above about 52%, no sharp cut-off; inactive = mostly below about 76%; note: some results filed as inactive read as strong as hits
KOR beta-arrestin-2: KOR agonists, beta-arrestin recruitment, primary screen, cell-based, luminescence, uHTS (AID 1777); KOR beta-arrestin recruitment, luminescence; higher % means a stronger effect; one-dose activation, % at 10 µM; EC50 in µM for titrated hits; hit rate 0.02% among 280,000; in the data active = activation above about 50%, passing the limit was not always enough; note: a part of the inactive calls stands beside numbers as strong as those of hits
SIAH1 antagonists: blockers of Siah-1 interaction with plectin peptide – biochemical, fluorescence polarization, rhodamine-plectin, uHTS, primary screen (AID 1817). one-dose displacement, % at 20 µM; IC50 in µM for titrated hits. Siah-1 / rhodamine-plectin peptide fluorescence polarization; higher % means a stronger effect. hit rate 0.02% among 290,000;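 active = displacement of at least 50% at 20 µM, with a fluorescence ratio check between 0.3 and a set limit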;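 note: plate controls were Siah plus tracer with DMSO for no effect and tracer alone without Siah for full effect; strong numbers were not always called active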
GPR55 activation: selective activators of receptor GPR55 – imaging, U2OS cells, beta-arrestin-GFP redistribution, primary screen (AID 1961); U2OS GPR55 beta-arrestin-GFP redistribution imaging; higher % means a stronger effect; activation, % at 10 µM; hits with a dose series show EC50 in µM; hit rate 0.048% among 290,000;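 active = activation above 40% with more than 50 cells counted in the well; inconclusive = wells holding fewer than 50 cells, flagged as toxic or sparse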;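 note: U2OS osteosarcoma cells stably expressing GPR55 and beta-arrestin-GFP; plate controls were DMSO negative control for no effect and LPI positive control for full effect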
GPR35 antagonists: GPR35 antagonists blocking zaprinast-driven arrestin recruitment, primary screen, imaging, U2OS, beta-arrestin-GFP, zaprinast agonist (AID 2058); U2OS GPR35 beta-arrestin-GFP translocation imaging, zaprinast antagonism; higher % means a stronger effect; inhibition, % at 10 µM, or IC50 in µM where a hit was titrated; hit rate 0.052% among 290,000;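 active = inhibition of at least 50% with at least 30 cells and total cytoplasm GFP at most 10,000,000; inconclusive = under 30 cells or total GFP of 10,000,000 plus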
Numbers without * were called inactive; ? = inconclusive; . = not tested or not shown; [ ] = another dose, or the depositor's remark.

SMILES	NOD1 NF-kB reporter	GPR55 antagonists	AID2073	KOR beta-arrestin-1	HIV peptide binding	KOR beta-arrestin-2	SIAH1 antagonists	GPR55 activation	GPR35 antagonists
CC(OC(=O)CCc1c[nH]c2ccccc12)C(=O)c1ccccc1 (configuration not stated)	-17%	13%	-12%	10%	0.7%	0.7%	9%	-0.1%	7%
O=C1c2ccccc2NC(c2ccco2)N1NS(=O)(=O)c1ccccc1 (configuration not stated)	-15%	-1%	16%	2%	0.0%	-3.4%	4%	-0.4%	-10%
CCCCNC(=O)c1ccc(CNc2c(N3CCC(C(=O)OCC)CC3)c(=O)c2=O)cc1	-31%	0%	11%	13%	-2.7%	-1.8%	14%	-0.2%	11%
O=C(COc1ccc2ccc(=O)oc2c1)Nc1nccs1	-16%	-7%	-1%	-14%	1.4%	-3.3%	6%	-0.2%	-1%
O=C(CNC(=O)c1ccc(F)cc1)N/N=C/c1cccnc1	-42%	1%	-4%	-15%	-1.6%	0.1%	1%	-0.1%	7%
CCOC(=O)c1c(-c2ccccc2)oc2ccc(O)c(CN3CCCC3)c12	1%	-2%	11%	-4%	1.7%	-0.4%	1%	0.7%	8%
O=C(COc1ccc2oc(-c3ccco3)cc(=O)c2c1)N1CCCCC1	-49%	-14%	44%	-9%	-1.9%	-2.2%	7%	0.2%	-11%
O=C(OCC(=O)N1CCc2ccccc2C1)c1cc(=O)[nH]c2ccccc12	0%	8%	8%	13%	2.6%	-1.7%	1%	0.0%	-4%
O=C(CN1C(=O)NC2(CCCCC2)C1=O)NCc1ccc2c(c1)OCO2	14%	-7%	4%	-14%	-1.5%	7.2%	-3%	-0.3%	12%
COc1ccc(CCn2c(-c3ccco3)nc3ccccc3c2=O)cc1OC	-22%	6%	-1%	24%	2.7%	-3.2%	3%	-0.2%	16%
COc1ccc(Oc2c(-c3ccc(O)cc3O)n[nH]c2C)cc1	14%	11%	3%	-4%	-2.2%	-3.4%	2%	-0.4%	-1%
CN(C)CCNC(=O)c1ccccc1-c1ccccc1	-20%	1%	-1%	18%	-1.4%	2.4%	4%	-0.1%	3%
C=C(C)CN1C(=O)C(O)(CC(=O)c2ccc3c(c2)OCCO3)c2ccccc21 (configuration not stated)	-13%	-1%	-3%	20%	0.9%	2.3%	1%	-0.2%	-9%
Cc1cccc(OCC(=O)O/N=C(\N)c2ccc(Cl)cc2)c1	-14%	-3%	?	12%	1.3%	-2.1%	5%	0.1%	-5%
CC1CCCN(Cc2csc(N)n2)C1 (configuration not stated)	-30%	0%	-1%	3%	-1.5%	-9.7%	0%	0.6%	2%
Cc1nonc1C(=O)N1CCCC(Nc2ccc(C(C)C)cc2)C1 (configuration not stated)	7%	8%	-8%	12%	2.0%	0.2%	3%	-0.1%	10%
COc1ccc(/C(C)=N/NC(=O)c2ccc3nc[nH]c3c2)cc1	-36%	10%	4%	40%	-0.7%	-3.3%	9%	-0.1%	-18%
Cc1ccc(/C=N\NC(=O)CNC(=O)C23CC4CC(CC(C4)C2)C3)o1	-2%	8%	-1%	2%	2.4%	1.0%	0%	-0.2%	5%
CCOCCCNC(=O)Cn1nc(-c2ccccc2)ccc1=O	-28%	6%	5%	-2%	0.9%	0.5%	1%	-0.2%	1%
CCOc1ccc(NC(=O)CSc2nnc(C)n2CCCOC)cc1	-2%	14%	-5%	11%	0.5%	-1.7%	3%	-0.2%	13%
COc1ccc2ccccc2c1CNCc1ccccn1	-44%	22%	-2%	-1%	2.0%	-3.4%	3%	-0.1%	4%
O=C(CSc1nnc(-c2ccccc2)o1)Nn1cnnc1	-11%	4%	-4%	-2%	3.0%	5.3%	-3%	0.3%	-6%
Nc1c(Cl)ncnc1N/N=C/c1ccc2ccccc2n1	109%*	20%	11%	.	147%	-11%	-7%	0.0%	-5%
Cc1ccc(-c2noc(CCC(=O)NC3CC3)n2)cc1	8%	4%	9%	-12%	0.1%	-5.6%	-4%	0.0%	-5%
COc1cc(/C=C/C(=O)c2ccc3c(c2)OCCO3)cc(OC)c1OC	48%	1%	11%	-21%[20 µM]	0.0%	-1.3%	2%	0.2%	-11%
CC1CCCN(C(=O)/C(=C/c2ccco2)NC(=O)c2ccccc2)C1 (configuration not stated)	-27%	-13%	6%	-11%	0.6%	-0.6%	-1%	.	3%
Cc1nc(C(=O)NNC(=O)Nc2ccccc2)cs1	0%	9%	?	10%	-0.8%	2.1%	0%	-0.3%	1%
Fc1ccc(CSc2nc3ccccc3[nH]2)c2ccccc12	-4%	-7%	3%	2%	-2.0%	-3.2%	-1%	-0.1%	10%
COc1ccc2cc(C(=O)/C=C/c3cc(OC)c(O)c(OC)c3)ccc2c1	63%	6%	12%	11%	13%	5.2%	0%	18%	-6%
Cc1cccc(C(C)C)c1NC(=O)c1ccc(COc2ccc3c(C)cc(=O)oc3c2)cc1	36%	2%	0%	-8%	-1.9%	3.9%	-10%	0.2%	-8%
C=CCSc1n[nH]c(-c2ccccc2)n1	-14%	9%	-19%	8%	0.6%	-5.3%	2%	-0.1%	-19%
COc1ccc(OCCSc2nc3ccccc3c(=O)[nH]2)cc1	-24%	17%	3%	-5%	-1.9%	-2.6%	0%	0.0%	-6%
CCOC(=O)Cn1nc(C)n(-c2ccc(C)cc2)c1=O	-5%	-9%	-1%	-37%	0.6%	1.2%	-4%	0.2%	-3%
Cc1ccc(Oc2ccc(OCC(=O)NC(CC(C)C)C(=O)O)cc2)cc1 (configuration not stated)	-26%	4%	1%	-18%	2.5%	-5.7%	6%	0.2%	-1%
COc1cc(C(=O)Nc2cccc(NC(=O)c3ccccc3)c2)cc(OC)c1OC	5%	4%	7%	17%	0.7%	-4.1%	-3%	-0.1%	1%
O=C(Nc1nc(-c2ccc(S(=O)(=O)N3CCOCC3)cc2)cs1)c1ccccc1	3%	-6%	-5%	2%	32%	2.4%	0%	-0.1%	-6%
COc1cc(OC)c(C2N(c3cc(C)on3)C(=O)C3CCCN32)cc1OC (configuration not stated)	13%	0%	2%	-7%	1.0%	1.2%	9%	-0.1%	-3%
Cc1cccc(C)c1NC(=O)CSc1nnc(Cn2nnc(-c3ccccc3)n2)n1-c1ccccc1	0%	-3%	6%	12%	-1.1%	-2.1%	2%	1.3%	6%
CC(C)c1ccc(S(=O)(=O)c2nnn3c2nc(N2CCCCC2)c2ccccc23)cc1	-14%	5%	7%	34%	-2.7%	-2.0%	2%	-0.2%	5%
COc1cccc(CNC(=O)c2cc(COc3c(F)cccc3F)on2)c1	28%	2%	0%	-2%	-1.2%	-4.6%	-8%	0.0%	6%
CCOC(=O)C(NC(=O)NCc1ccccc1OC)(OCC)C(F)(F)F (configuration not stated)	-33%	15%	-1%	-4%	0.1%	-1.7%	-8%	-0.2%	-1%
Cc1ccc(S(=O)(=O)Nc2cc3c(cc2C#N)OCO3)cc1C(N)=O	-28%	-8%	8%	-6%	0.5%	2.5%	3%	.	-1%
CN1CCN(c2nc3c(c(=O)[nH]c(=O)n3C)n2CCSc2nnnn2-c2ccccc2)CC1	-10%	2%	-5%	8%	2.1%	2.0%	16%	0.4%	-7%
CCOC(=O)c1cc2c(=O)n3ccccc3nc2n(Cc2ccccc2Cl)c1=N	-18%	38%	13%	-25%	7.5%	-5.7%	-2%	-0.2%	-4%
COc1cccc(Nc2nc3ccccc3c(=O)[nH]2)c1	3%	-10%	-6%	-17%	-0.2%	4.4%	15%	-0.3%	4%
COc1ccc(CN2CCCC(CO)(Cc3ccc(F)cc3)C2)c(OC)c1OC (configuration not stated)	-7%	15%	6%	-36%[20 µM]	0.6%	-0.7%	-2%	-0.4%	-5%
N#CCC(=O)NN=C1CCCCCCCCCCC1	1%	14%	-5%	3%	-1.4%	-5.8%	-1%	-0.1%	17%
O=C(Nc1ccccc1)C1CCCN(C(=O)c2ccc(Cl)cc2)C1 (configuration not stated)	-23%	4%	22%	-2%	-1.5%	0.4%	5%	-0.3%	4%
CC(C)CCn1c(Sc2nc3ccccc3s2)nc2c1c(=O)[nH]c(=O)n2C	8%	4%	-8%	11%	2.3%	2.1%	4%	-0.2%	2%
CCOc1ccc(-c2nnc(SCC(=O)Nc3ccc4c(c3)c3ccccc3n4CC)n2N)cc1	-110%	-5%	-9%	-36%	-2.4%	1.2%	-8%	0.0%	6%
O=C(COc1cccnc1[N+](=O)[O-])N1CCc2ccccc21	-13%	-16%	6%	6%	0.4%	1.1%	2%	-0.6%	-6%
COc1ccc(C2=NOC(C(=O)NCc3cccs3)C2)cc1 (configuration not stated)	-24%	0%	-2%	-31%	-1.4%	-9.2%	6%	0.0%	17%
Cn1cc(/C=N/n2cnc3scc(-c4ccccc4)c3c2=O)c2ccccc21	5%	19%	8%	-60%	-0.1%	2.8%	3%	0.0%	14%

By substructure, the entries above containing a halogen (9)
SMILES	NOD1 NF-kB reporter	GPR55 antagonists	AID2073	KOR beta-arrestin-1	HIV peptide binding	KOR beta-arrestin-2	SIAH1 antagonists	GPR55 activation	GPR35 antagonists
O=C(CNC(=O)c1ccc(F)cc1)N/N=C/c1cccnc1	-42%	1%	-4%	-15%	-1.6%	0.1%	1%	-0.1%	7%
Cc1cccc(OCC(=O)O/N=C(\N)c2ccc(Cl)cc2)c1	-14%	-3%	?	12%	1.3%	-2.1%	5%	0.1%	-5%
Nc1c(Cl)ncnc1N/N=C/c1ccc2ccccc2n1	109%*	20%	11%	.	147%	-11%	-7%	0.0%	-5%
Fc1ccc(CSc2nc3ccccc3[nH]2)c2ccccc12	-4%	-7%	3%	2%	-2.0%	-3.2%	-1%	-0.1%	10%
COc1cccc(CNC(=O)c2cc(COc3c(F)cccc3F)on2)c1	28%	2%	0%	-2%	-1.2%	-4.6%	-8%	0.0%	6%
CCOC(=O)C(NC(=O)NCc1ccccc1OC)(OCC)C(F)(F)F (configuration not stated)	-33%	15%	-1%	-4%	0.1%	-1.7%	-8%	-0.2%	-1%
CCOC(=O)c1cc2c(=O)n3ccccc3nc2n(Cc2ccccc2Cl)c1=N	-18%	38%	13%	-25%	7.5%	-5.7%	-2%	-0.2%	-4%
COc1ccc(CN2CCCC(CO)(Cc3ccc(F)cc3)C2)c(OC)c1OC (configuration not stated)	-7%	15%	6%	-36%[20 µM]	0.6%	-0.7%	-2%	-0.4%	-5%
O=C(Nc1ccccc1)C1CCCN(C(=O)c2ccc(Cl)cc2)C1 (configuration not stated)	-23%	4%	22%	-2%	-1.5%	0.4%	5%	-0.3%	4%

Source: PubChem

This is a subset. The share of hits here may be higher or lower than overall.
